FLuc counter: qHTS profiling assay for firefly luciferase inhibitor/activator using purifed enzyme and Km concentrations of substrates (counterscreen for miR-21 project). Potency, µM (series often up to 57.5 µM), inactives show at the top dose activity change, negative = inhibition, actives largely listed as inhibitors. 360,000 tested, 6.9% active. Luciferin 4-monooxygenase (Photinus pyralis), P08659. purified FLuc, Km substrates, luminescence inhibition. AID 588342, 2011;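 also: plate controls were vehicle for no effect and reference inhibitor for full effect; nearly all actives have a fitted effect of over 55% in size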
Target sequence (P08659 whole entry, looked up): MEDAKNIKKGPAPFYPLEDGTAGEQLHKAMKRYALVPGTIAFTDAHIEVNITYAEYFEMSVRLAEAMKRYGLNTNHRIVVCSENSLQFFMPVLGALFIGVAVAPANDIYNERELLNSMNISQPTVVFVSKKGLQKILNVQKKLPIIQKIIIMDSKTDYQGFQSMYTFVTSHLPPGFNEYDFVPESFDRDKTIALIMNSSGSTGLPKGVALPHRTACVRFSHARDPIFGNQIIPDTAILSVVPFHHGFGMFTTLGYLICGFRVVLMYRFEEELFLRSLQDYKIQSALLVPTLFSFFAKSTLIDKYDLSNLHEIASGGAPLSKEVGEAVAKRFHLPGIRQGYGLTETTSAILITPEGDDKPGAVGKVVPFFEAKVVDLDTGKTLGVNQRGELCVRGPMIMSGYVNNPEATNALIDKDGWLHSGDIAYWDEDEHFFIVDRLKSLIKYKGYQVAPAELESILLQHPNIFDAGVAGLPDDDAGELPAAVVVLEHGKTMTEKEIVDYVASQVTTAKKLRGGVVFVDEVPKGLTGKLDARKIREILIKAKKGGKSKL
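Purified P. pyralis luciferase, 10 nM final, with Km-level 10 uM D-luciferin and 10 uM ATP in 50 mM Tris acetate pH 7.5, 10 mM Mg acetate, 0.01% Tween-20, 0.05% BSA; 6-point qHTS titration about 60 µM downward; luminescence read.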
BRCA1 expr up: qHTS Assay to Identify Small Molecule Activators of BRCA1 Expression. AID 624202, 2012. MCF7-BRCA1-FFLuc reporter, luminescence, 48 h; response scale: scaled: vehicle 0%, 10 µM genistein 100%. Potency, µM (titrated, usually from 46.1 µM), for inactives: top-dose activation, usual class: activators. 380,000 tested, 1.1% active; also: nearly all actives have a fitted effect of over 80% in size; some results filed as inactive show a strong effect at the top dose
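48 h compound treatment of MCF7-BRCA1-FFLuc cells (phenol-red free MEM, 37 °C), then 15 min with luciferase substrate and luminescence imaging.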
Starred values were filed as active, the others as inactive; ? = inconclusive. Calls follow the shape of the dose curve; as a rule, active = well fitted curve in the direction sought with a large enough effect; inconclusive = small, poorly fitted or top-dose-only effect, or another doubt; inactive = no such curve, though single readings can be large; an effect the other way counts as inactive or inconclusive. Potency is read from the fitted curve at half-maximal effect. A portion of the library; the hit share may differ from the screen's.

Value order: BRCA1 expr up | FLuc counter
- Cc1cc2nn(-c3ccc(F)cc3)nc2cc1NC(=O)c1ccc(C(C)(C)C)cc1
 : 0% | 4%
- CCC(=O)Nc1ccc2nc(SCc3ccc(C)cc3)sc2c1
 : 0% | ?
- COc1ccc(NC(=O)c2oc3ccccc3c2NC(=O)Cc2cccs2)c(OC)c1
 : 3% | 0%
- CC(C)c1ccc(S(=O)(=O)c2cn(CC(=O)Nc3ccc(F)cc3)c3ccccc3c2=O)cc1
 : -14% | -2%
- CCc1ccc(C2NC(=O)c3[nH]nc(-c4cccc(OC)c4)c32)cc1 (configuration not stated)
 : -24% | -12%
- CCN1CCOC(=O)C1CC(=O)Nc1ccc(C(C)=O)cc1 (configuration not stated)
 : -6% | 2%
- COc1ccc(OCc2nc3c4c(-c5ccc(OC)cc5)c(-c5ccc(OC)cc5)oc4ncn3n2)cc1
 : 4% | 2%
- N#Cc1cccc(NC(=O)C2CCN(c3ncccn3)CC2)c1
 : -15% | 0%
- O=C(Cn1c(=O)n(Cc2ccc(F)cc2)c(=O)c2sc3ccccc3c21)Nc1ccc(F)cc1F
 : 1% | -1%
- COc1ccc(NC(=O)CCNS(=O)(=O)c2cccc3nsnc23)cc1Cl
 : 6% | -2%

Additional results follow:
Value order: BRCA1 expr up | FLuc counter
- Cc1ccc(CN(C(=O)COc2cc(C)c(Cl)c(C)c2)c2ccccn2)o1
 : 4% | ?
- Cc1ccc2c(c1)c1c(c(=O)n(-c3cccc(Cl)c3)c(=O)n1CC(=O)NCC1CCCO1)n2C (configuration not stated)
 : 4% | -1%
- Cn1c(=O)c2c(nc(N3CCOCC3)n2Cc2ccccc2F)n(C)c1=O
 : 8% | -2%
- COc1ccccc1CNc1nc2ccccc2c2nc(-c3cccnc3)nn12
 : 0% | -9%
- COc1ccc(CCNC(=O)c2ccc3c(c2)N(Cc2ccccc2F)C(=O)c2ccccc2S3(=O)=O)cc1OC
 : -27% | 1%
- CCOc1ccccc1C1N=C(N)Nc2nc3ccccc3n21 (configuration not stated)
 : 2% | -2%
- COC(=O)c1c(NC(=O)/C=C/c2ccc(OC)cc2)sc2c1CCC2
 : 0% | 3%
- CN(C)c1ccc(NC(=O)Cn2c(SCc3ccc(F)cc3)nc3ccncc32)cc1
 : 39% | ?
- C[C@H](NC(=O)OC(C)(C)C)c1nnc(SCc2c(F)cccc2Cl)o1
 : -13% | 0%
- Cc1cc(C)c(NC(=O)C2CCN(c3nn4c(=O)cc(C)nc4s3)CC2)c(C)c1
 : 0% | -2%

Next section
Value order: BRCA1 expr up | FLuc counter
- CC(C)Cn1cc(NC(=O)Nc2cccc(C(F)(F)F)c2)c2ccccc2c1=O
 : -40% | -8%
- O=C(Cn1c(=O)n(Cc2ccco2)c(=O)c2sc3ccccc3c21)Nc1ccccc1C(F)(F)F
 : 9% | -2%
- COc1ccc(-c2cc(C(F)(F)F)nc(SCCC(=O)Nc3cccc(O)c3)n2)cc1
 : -10% | -3%
- CC1CCCN(Cc2cn3c(-c4cccc(Br)c4)nnc3s2)C1 (configuration not stated)
 : -3% | -2%
- O=C(NCCc1ccccc1)c1ccc2c(c1)N(Cc1ccc(F)cc1Cl)C(=O)CS2
 : 3% | -1%
- CCOC(=O)C(C)NC(=O)c1c(C)oc2ncn(CC(C)C)c(=O)c12 (configuration not stated)
 : 0% | -2%
- COCCn1c(=O)[nH]c2cc(C(=O)N3CCN(c4ccc(F)cc4)CC3)ccc2c1=O
 : -4% | -2%
- COc1cccc(CNC(=O)CN2C(=O)CCc3cc(S(=O)(=O)N4CCOCC4)ccc32)c1
 : 11% | -5%
- O=C(Nc1cccc(F)c1)c1ccc2oc(=O)n(Cc3ccccc3)c2c1
 : -56% | -11%
- CCOc1ccc(NC(=O)CSc2ncc(S(=O)(=O)c3ccc(F)c(C)c3)c(=O)[nH]2)cc1
 : 12% | ?

(list continues)
Value order: BRCA1 expr up | FLuc counter
- CC(=O)N1CCc2c(sc3nc(SCC(C)C)n(-c4ccc(F)c(Cl)c4)c(=O)c23)C1
 : 1% | 0%
- O=C(Cn1c(=O)n(-c2ccccc2)c(=O)c2ccc(C(=O)NCc3ccc4c(c3)OCO4)cc21)Nc1ccc(F)cc1
 : 15% | -4%
- CCn1c(CNC(=O)c2ccc(OC)cc2)nnc1SCC(=O)Nc1cccc(C)c1
 : 4% | -12%
- Cc1ccc(-c2noc(CN(C(=O)c3ccc(C(C)(C)C)cc3)C(C)C)n2)cc1
 : -17% | -2%
- Cc1[nH]c2ccccc2c1C(c1ccccc1)c1cccs1 (configuration not stated)
 : -63% | -8%
- COc1ccc(N2CCN(c3ccc(-c4nc(-c5ccccc5C)no4)cc3[N+](=O)[O-])CC2)cc1
 : 0% | ?
- COc1ccc(CNC(=O)c2ccc3c(Cl)c4c(nc3c2)CCCC4)c(OC)c1
 : 0% | -5%
- COC(=O)C(CCSC)NC(=O)c1c(C)oc2ncn(CC(C)C)c(=O)c12 (configuration not stated)
 : 0% | 6%
- COc1ccc(C(=O)NCC(c2cccs2)S(=O)(=O)c2ccc(F)c(C)c2)cc1 (configuration not stated)
 : -11% | -11%
- Cc1cc(C)cc(-n2c(SCC(=O)Nc3nnc(C)s3)nc3c([nH]c4ccccc43)c2=O)c1
 : -33% | -1%

Whole records from above:
Record of CCn1c(CNC(=O)c2ccc(OC)cc2)nnc1SCC(=O)Nc1cccc(C)c1 : BRCA1 expr up = 4%; FLuc counter = -12%
Record of COC(=O)C(CCSC)NC(=O)c1c(C)oc2ncn(CC(C)C)c(=O)c12 (configuration not stated) : BRCA1 expr up = 0%; FLuc counter = 6%
Record of CC(=O)N1CCc2c(sc3nc(SCC(C)C)n(-c4ccc(F)c(Cl)c4)c(=O)c23)C1 : BRCA1 expr up = 1%; FLuc counter = 0%

Ordered by the number under BRCA1 expr up (descending): 6 from the list above
compound	BRCA1 expr up
CCn1c(CNC(=O)c2ccc(OC)cc2)nnc1SCC(=O)Nc1cccc(C)c1	4%
CC(=O)N1CCc2c(sc3nc(SCC(C)C)n(-c4ccc(F)c(Cl)c4)c(=O)c23)C1	1%
COC(=O)C(CCSC)NC(=O)c1c(C)oc2ncn(CC(C)C)c(=O)c12 (configuration not stated)	0%
Cc1ccc(-c2noc(CN(C(=O)c3ccc(C(C)(C)C)cc3)C(C)C)n2)cc1	-17%
Cc1cc(C)cc(-n2c(SCC(=O)Nc3nnc(C)s3)nc3c([nH]c4ccccc43)c2=O)c1	-33%
Cc1[nH]c2ccccc2c1C(c1ccccc1)c1cccs1 (configuration not stated)	-63%

Further structures
Value order: BRCA1 expr up | FLuc counter
- Cc1nn(C(=O)c2ccccc2F)c(C)c1S(=O)(=O)N1CCOCC1
 : -10% | -15%
- COc1ccc(C(=O)Nc2ccc(-c3nnc4n3CCCCC4)cc2)cc1OC
 : 16% | -17%
- COc1ccccc1OCC(=O)Nc1c(C(=O)c2ccc(F)cc2)oc2ccccc12
 : 8% | 4%
- COc1ccc(C(=O)NCCn2cc(SCc3cccc(F)c3)c3ccccc32)cc1OC
 : -65% | -13%
- Cc1nc2c(-c3ccccc3)c(C)nn2c(C)c1CCC(=O)N1CCN(c2ccc(F)cc2)CC1
 : -21% | -17%
- CCOc1ccc(CN2C(=O)c3ccccc3Sc3ccc(C(=O)N4CCN(C)CC4)cc32)cc1
 : ? | -12%
- CCc1cccc(CC)c1NS(=O)(=O)c1ccc2c(c1)CCN2C(=O)C1CC1
 : 4% | -1%
- COc1cccc(N2C(=O)CSC23C(=O)N(Cc2ccccc2F)c2ccccc23)c1 (configuration not stated)
 : -30% | -2%
- CCOc1ccccc1NC(=O)COc1cccc2c(=O)n(CCOC)ccc12
 : -6% | 1%
- Cn1nnnc1SCCNCc1ccccc1Cl
 : 9% | -8%

New compounds follow.
Value order: BRCA1 expr up | FLuc counter
- CCOC(=O)c1cnc2cc(F)c(F)cc2c1Nc1ccccc1O
 : -11% | 2%
- COc1ccc(-c2nc3ccccc3o2)cc1NC(=O)C(C)Oc1ccc(Cl)cc1Cl (configuration not stated)
 : -1% | -1%
- COc1ccc(NC(=O)C2=C(C)Nc3nc(SCc4ccc(Cl)cc4)nn3C2c2cccc(OC)c2OC)cc1 (configuration not stated)
 : 11% | -1%
- CCCCc1nn2c(C)c(-c3ccc(OCC)cc3)nc2s1
 : 69% | ?
- CCc1nnc(NC(=O)CSc2nc3c([nH]c4ccccc43)c(=O)n2-c2ccc(C)cc2)s1
 : -4% | -5%
- CCOc1ccc(NC(=O)Cn2cc(S(=O)(=O)N3CCN(c4ccccc4F)CC3)c3ccccc3c2=O)cc1
 : 6% | 1%
- CCOc1ccccc1NC(=O)Cn1c(=O)n(Cc2ccco2)c(=O)c2sc3ccccc3c21
 : -3% | 3%
- O=C(OCc1cc(=O)n2nc(C3CCCCC3)sc2n1)c1ccc(F)cc1
 : 0% | -2%
- COc1ccc(S(=O)(=O)n2nc(C)c(S(=O)(=O)N3CCCCCC3)c2C)cc1
 : 12% | 5%
- Cc1nc(S(=O)(=O)N2CCN(c3ccc(Cl)cc3)CC2)cn1C
 : 8% | -3%

Later entries
Value order: BRCA1 expr up | FLuc counter
- COc1ccc(OC)c(CNS(=O)(=O)c2ccc(-c3coc(C)n3)cc2)c1
 : -5% | -3%
- COc1cccc(N(Cc2nnc3n2CCCCC3)C(=O)Nc2cccc(Cl)c2)c1
 : 6% | -5%
- Cc1cc(C)cc(NC(=O)C2CCN(c3cc(C)nc4c(-c5ccc(Cl)cc5)c(C)nn34)CC2)c1
 : 6% | -1%
- COc1ccc(CCn2c(=O)c3cccnc3n(CC(=O)Nc3ccc(C)cc3C)c2=O)cc1OC
 : 0% | -2%
- CCCn1c(=N)c(C(=O)NC2CCCCC2)cc2c(=O)n3cc(C)ccc3nc21
 : 12% | -1%
- Cc1ccc(NC(=O)CSc2nncn2C)c(C)c1
 : 2% | 1%
- Cc1cccc(NC(=O)c2c(C)oc3ncn(CC(C)C)c(=O)c23)n1
 : -4% | -1%
- CN(C)c1ccc(CNC(=O)C2CCCN(S(=O)(=O)c3ccc4c(c3)oc(=O)n4C)C2)cc1 (configuration not stated)
 : 2% | 1%
- COc1ccc(-c2nc3nc(C)cc(N4CCN(c5cccc(C(F)(F)F)c5)CC4)n3n2)cc1
 : -7% | -9%
- COc1cc(C2SC[C@H]3C(=O)N(c4ccccc4)C(=O)N23)cc(OC)c1OC (some centres not stated)
 : 16% | -3%

Continuation.
Value order: BRCA1 expr up | FLuc counter
- Cc1cccc(-n2c(=O)c3c(c4cc(C)ccc4n3C)n(Cc3ccccc3F)c2=O)c1
 : -5% | 1%
- Cc1ccc(Nc2c(-c3ccc(C)cc3)nc3cnccn23)cc1
 : -26% | -14%
- CC(=O)N1CCc2cc(Br)cc(S(=O)(=O)CCC(=O)Nc3ccc(C)cc3Cl)c21
 : -4% | 1%
- NC(=O)CN1C(=O)C2(SCC(=O)N2c2cccc(F)c2)c2ccccc21 (configuration not stated)
 : 18% | -2%
- O=C(CCS(=O)(=O)c1ccc2c(c1)NC(=O)CO2)Nc1cccc(C(F)(F)F)c1
 : -13% | -2%
- COc1cccc(-n2c(-c3cccc(F)c3)nc3c(cnn3-c3ccc(C)cc3)c2=O)c1
 : 9% | -5%
- CCc1ccc(NC(=O)CSc2ccnc(=O)[nH]2)cc1
 : 40% | -4%
- Cc1cccc(NCc2nnc3n2CCCCC3)c1C
 : 10% | -3%
- CCOc1ccc(C(=O)Nc2ccc3nc(SCC(=O)N4CCc5ccccc54)sc3c2)cc1
 : 0% | -7%
- CCOc1ccc(CCNC(=O)c2c(C)oc3ncn(CC(C)C)c(=O)c23)cc1
 : -14% | -4%

Additional results.
Value order: BRCA1 expr up | FLuc counter
- Cc1csc2nc(-c3cccc(NC(=O)c4cccc(F)c4)c3)cn12
 : 2% | 9.5µM*
- CCOc1ccccc1CNC(=O)Cc1ccc(NC(=O)N2CCCCc3ccccc32)cc1
 : 8% | ?
- Cc1ccc(-c2nnn3c2nc(N2CCC(C)CC2)c2ccccc23)cc1
 : 5% | -15%
- CCCCCn1c(=O)[nH]c2cc(C(=O)N3CCN(c4ccccc4)CC3)ccc2c1=O
 : 2% | -2%
- CCOc1ccc(NC(=O)CN2C(C(=O)OC)=C(c3ccccc3)c3cc(Cl)ccc3S2(=O)=O)cc1
 : 11% | 0%
- COCCCNC(=O)c1ccc(Cn2c(=O)c3ccccc3n(Cc3c(C)cc(C)cc3C)c2=O)cc1
 : 10% | 1%
- COc1ccc(OC)c(NC(=O)C2CCN(S(=O)(=O)c3ccc4c(c3)CCCC(=O)N4)CC2)c1
 : 187% | -3%
- CCCCC(=O)N1CCN(c2nc3c(C)c(C)ccc3s2)CC1
 : 0% | 3%
- CCn1c(=O)n(-c2ccc3c(c2)OCO3)c2nc(-c3cc(OC)ccc3OC)nc(C(N)=O)c21
 : -32% | 0%
- O=[N+]([O-])c1cc(-c2nc(-c3ccccc3)no2)ccc1N1CCCC1
 : 0% | 4%
- COc1cccc(CNC(=O)CSc2nc3ccccc3nc2Cc2ccc(C)cc2)c1OC
 : 0% | -3%
- CCOc1ccc(NC(=O)CSc2nc3c([nH]c4ccccc43)c(=O)n2-c2cc(C)cc(C)c2)cc1
 : -5% | 4%

Bioassay records from PubChem BioAssay.
